RGS4 pot: RGS4 potentiation or activation. 0.92% of 310,000 active. B-score at 10 µM. HEK293 M3R/inducible RGS4, carbachol calcium flux Fluo4; stronger effect = lower value;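 active means B-score of the integrated calcium signal more than 4 SD below the library mean, with starting fluorescence not abnormally high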;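 further: negative B-score means reduced calcium response which marks RGS4 activation or potentiation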
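System – HEK293 FlpIn-TREx cells, stable M3R, doxycycline-inducible RGS4 · Reagent – ECmax carbachol challenge · Times – compound preincubation 20 min at room temperature before agonist · Technique – Fluo4 fluorescence kinetic imaging of calcium · Measure – B score of integrated Fluo4 ratio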
TRPC6 activator: mouse TRPC6 channel activation; HEK293-TRPC6 membrane potential dye fluorescence; stronger effect = higher value; B-score at 10 µM; 0.13% of 310,000 active;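 active means B-score of the integrated fluorescence ratio above library mean plus 3 SD, and starting fluorescence ratio within library mean plus 5 SD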;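 further: higher score means more depolarization so channel activation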
Target sequence (Q61143 whole entry, looked up): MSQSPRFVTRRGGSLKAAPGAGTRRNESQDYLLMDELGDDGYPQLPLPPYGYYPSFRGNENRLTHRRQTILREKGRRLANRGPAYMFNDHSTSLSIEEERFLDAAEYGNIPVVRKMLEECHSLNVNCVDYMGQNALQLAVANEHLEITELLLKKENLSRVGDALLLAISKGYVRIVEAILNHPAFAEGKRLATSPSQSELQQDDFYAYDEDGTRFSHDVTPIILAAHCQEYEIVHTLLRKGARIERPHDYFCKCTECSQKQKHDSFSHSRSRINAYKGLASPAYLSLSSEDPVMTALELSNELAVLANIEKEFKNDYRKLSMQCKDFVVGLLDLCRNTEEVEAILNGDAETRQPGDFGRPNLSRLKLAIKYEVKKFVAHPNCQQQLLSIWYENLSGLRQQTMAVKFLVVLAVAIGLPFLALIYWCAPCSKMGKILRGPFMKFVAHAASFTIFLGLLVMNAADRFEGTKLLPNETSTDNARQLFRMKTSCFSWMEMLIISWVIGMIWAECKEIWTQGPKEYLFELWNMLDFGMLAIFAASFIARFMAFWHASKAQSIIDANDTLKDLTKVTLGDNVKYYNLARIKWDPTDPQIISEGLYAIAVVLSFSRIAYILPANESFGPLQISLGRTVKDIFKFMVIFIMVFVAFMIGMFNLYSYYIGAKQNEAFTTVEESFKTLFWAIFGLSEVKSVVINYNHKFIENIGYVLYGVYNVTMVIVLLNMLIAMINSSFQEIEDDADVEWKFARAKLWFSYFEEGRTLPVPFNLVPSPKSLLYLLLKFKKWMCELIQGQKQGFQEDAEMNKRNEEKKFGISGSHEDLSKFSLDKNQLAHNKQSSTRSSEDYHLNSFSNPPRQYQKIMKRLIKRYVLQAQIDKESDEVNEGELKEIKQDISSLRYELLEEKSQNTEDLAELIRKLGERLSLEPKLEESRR
TRPC6 inhibitor: inhibitors of mouse TRPC6 channel | 1.1% of 310,000 active | Q61143 | AID 2553 | B-score at 10 µM | HEK293-TRPC6, membrane potential dye, ACh-evoked depolarization; stronger effect = lower value;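 active means B-score under library mean minus 3 SD, initial fluorescence not abnormally high, positive integrated signal ratio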;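 further: B-score derived from integrated fluorescence ratio over the kinetic read; more negative B-score means stronger inhibition of depolarization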
TRPC4 block: blocks the mouse TRPC4 cation channel. Q9QUQ5. HEK293 TRPC4beta/mu-opioid, DAMGO-evoked Fluo4 calcium flux; stronger effect = lower value. B-score at 10 µM. 0.39% of 300,000 active;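 active means B-score over 3 SD under the library average, no early fluorescence shift, positive overall ratio signal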
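test system = HEK293 cells with stable TRPC4beta plus mu-opioid receptor expression | detection = Fluo4 Ca2+ flux fluorescence | read-out = integrated fluorescence ratio relative to baseline, converted to per-well B score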
SKKanGAS inh: SKKanGAS growth inhibition; S. pyogenes SKKanGAS, kanamycin growth, BacTiter-Glo, 6 h; inhibition, % at 7.5 µM; 1.3% of 300,000 active;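 active means mean replicate score, as percent of positive control median, at least 50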;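 further: strain carries kanamycin resistance gene driven by streptokinase promoter and grows in 40 µg/ml kanamycin; loss of luminescence reflects streptokinase promoter inhibition or plain growth inhibition; 0% = median of DMSO wells and 100% = positive control at its reference dose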
HIF activator: HIF pathway transcriptional activation | U2OS HRE-luciferase reporter, luminescence; normalized: DMSO 0%, desferrioxamine 100% | activation, % at 7.5 µM (by protocol) | 0.32% of 300,000 active | AID 1910;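 active means mean activation of at least 10% of the iron chelator positive control signal, with at least half of replicates also reaching 10%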
MrgX1 agonist: activates human MrgX1 receptor signaling; Q96LB2; MrgX1-HEK293 cells, Fluo-4 calcium fluorescence, agonist mode; stronger effect = higher value; B-score at 10 µM; 0.44% of 310,000 active; AID 588627;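 active means calcium response B-score plate-corrected fluorescence ratio at least 3 library SD, with starting fluorescence B-score inside 5 SD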
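Material: MrgX1-expressing HEK293 cells / Dosing: compound as first of three additions / Incubation: overnight seeding, then 1 h dark dye loading / Signal: Fluo-4 NW calcium fluorescence / Evaluation: B-scored fluorescence response ratio / Benchmarks: positive and negative control wells on each plate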
MrgX1 antag: antagonists of human MrgX1 receptor; Q96LB2; MRGX1-HEK293 calcium flux, Fluo-4, BAM8-22 antagonism; stronger effect = lower value; B-score at 10 µM; 1.3% of 310,000 active;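 active means calcium-response B-score plate-corrected more than 3 library SD below zero, starting fluorescence within 5 deviations, no agonist response on first addition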;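 further: peak minus trough fluorescence over baseline after final BAM8-22 challenge near maximal dose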
MrgX1 PAM: allosterically activates human MrgX1 receptor signaling; B-score at 10 µM; AID 588675; 0.63% of 310,000 active; MrgX1-HEK293, Fluo-4 calcium flux, FDSS; stronger effect = higher value;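 active means plate-corrected calcium response at least 3 library SD above typical, normal starting fluorescence, not activating the receptor alone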;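 further: compound read alongside a low EC10 to EC30 dose of BAM8-22 agonist; peak minus trough fluorescence over baseline measured at the second addition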
RGS4 inh: inhibitors of human RGS4; P49798; HEK293 M3R/RGS4 inducible, Fluo-4 calcium flux; stronger effect = higher value; triggered by carbachol at its EC20; B-score at 10 µM; 0.45% of 310,000 active; AID 463165;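 active means B-score, a plate-corrected calcium signal, over three deviations above library mean, with baseline fluorescence within five deviations of library mean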;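 further: RGS4 expression induced by doxycycline in cells with stable M3 receptor; B-score is computed from the integrated fluorescence ratio over baseline after carbachol; higher B-score means a larger calcium signal and so more RGS4 inhibition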
Platelet DG rel: modulates dense granule release in human platelets; 0.22% of 300,000 active; inhibition, %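 (compounds screened at 7.5 µM in platelet-rich plasma)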; AID 1663; human platelet-rich plasma, SFLLRN dense granule ATP release, luminescence;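 active means mean replicate score, as percent of positive control, at or above 50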
Starred values were filed as active, the others as inactive; i = inactive; x = no result given.

Order of results – RGS4 pot | TRPC6 activator | TRPC6 inhibitor | TRPC4 block | SKKanGAS inh | HIF activator | MrgX1 agonist | MrgX1 antag | MrgX1 PAM | RGS4 inh | Platelet DG rel
> CC(=O)c1ccc(OC(=O)c2cc3ccccc3oc2=O)cc1
  i | i | i | i | -6 | -0.4 | i | i | i | i | 1
> Cc1ccc(NC(=O)C(=O)NCc2ccc(/C=C(/C#N)C(=O)NCc3cccnc3)o2)cc1C
  i | i | i | i | 8 | 0.1 | i | i | i | i | -4
> CN1CCN(c2nc3c(c(=O)[nH]c(=O)n3C)n2CCCSc2ncccn2)CC1
  i | i | -5.9* | i | -4 | 0.0 | i | i | i | i | -3
> CCN(Cc1cccc(OC)c1)CC1CCCN(CCc2cccc(OC)c2)C1 (centres undefined)
  i | i | i | i | -3 | 2.0 | i | i | i | i | -2
> O=C1CCCN1CCC1CCN(C(=S)Nc2ccc(F)cc2)CC1
  i | i | i | i | 3 | 1.1 | i | i | i | i | -3
> CN(C)CCCN(C(=O)c1cccs1)c1nc2cc3c(cc2s1)OCO3
  i | i | -9.7* | -8* | -4 | 4.8 | i | i | i | i | -1
> Cc1occc1C(=O)NNC(=O)C1CCCCC1
  i | i | i | i | -2 | -0.5 | i | i | i | i | 8
> CN(C)/C=C(\C=O)c1ccc(Cl)cc1Cl
  i | i | i | i | -3 | -0.1 | i | i | i | i | 16
> CC(NC(=O)c1ccc2c(c1)S(=O)(=O)N=C1CCCCCN12)c1ccc(S(N)(=O)=O)cc1 (centres undefined)
  i | i | i | i | -7 | 0.1 | i | i | i | i | -12
> CSc1nncc(-c2ccccc2)n1
  i | i | i | i | 3 | 0.4 | i | i | i | i | 5
> Cc1ccc(C)c(S(=O)(=O)N2CCN(C(=O)CCNS(=O)(=O)c3ccccc3)CC2)c1
  i | i | i | i | -8 | 0.1 | i | i | i | i | -2
> Cc1c(Br)cc(C(=O)O)c(C)c1C
  i | i | i | i | -16 | -0.2 | i | i | i | i | 4
> Cc1cc(-c2ccccc2)nc2cc(C(=O)N(Cc3ccccc3)Cc3ccccc3)nn12
  -7.9* | i | i | i | 44 | -0.4 | i | i | i | i | 1
> Cc1ccc(Cl)cc1NC(=O)CCCN1C(=O)c2cccnc2C1=O
  i | i | i | i | -4 | -0.3 | i | i | i | i | 12
> O=C(CN1C(=O)C2C3C=CC(C4CC34)C2C1=O)Nc1cccc2ncccc12 (centres undefined)
  i | i | i | i | 4 | 0.1 | i | i | i | i | -3
> Cc1cc2nc(C(F)(F)F)cc(-c3cccs3)n2n1
  i | i | i | i | 0 | -0.1 | i | i | i | i | 3
> CCCn1c(NCc2cc(OC)ccc2OC)nc2ccccc21
  i | i | i | i | 6 | 1.5 | i | i | i | i | 2
> COc1ccc(OC)c(CC(=O)NC(c2ccccc2)c2ccccc2)c1
  i | i | i | i | -2 | -1.7 | i | i | i | i | -4
> Cc1cc(C(F)(F)F)nn1CCCNC(=O)c1cnccn1
  i | i | i | i | 5 | 0.1 | i | i | i | i | 20
> Cc1cccn2c(=O)c3cc(C(=O)NC4CCCC4)c(=N)n(CCCN4CCOCC4)c3nc12
  i | i | i | i | 1 | 1.6 | i | i | i | i | 11
> Cc1ccc(S(=O)(=O)N2CCN(C(=O)C3CCN(C(=O)c4ccc(F)cc4)CC3)CC2)c(C)c1
  i | i | i | i | -5 | -0.6 | i | i | i | i | -25
> Cc1ccc(-n2nc(C(=O)O)c(C)c(C#N)c2=O)cc1Cl
  i | i | i | i | 2 | -7.4 | i | i | i | i | 0
> Cn1c(=O)c2[nH]c(CCCC(=O)O)nc2n(Cc2ccccc2)c1=S
  i | i | i | i | 2 | 0.2 | i | i | i | i | 2
> COC(=O)C(C)N1C(=O)S/C(=C/c2cc(C)n(-c3ccccn3)c2C)C1=O (centres undefined)
  i | i | i | i | 5 | -11 | i | i | i | i | 6
> CCC(NC(=O)NCc1ccc2c(c1)OCO2)(C(F)(F)F)C(F)(F)F
  i | i | i | i | 1 | 0.0 | i | i | i | i | -1
> Cc1ccc(Cc2c(C)[nH]c(=S)[nH]c2=O)cc1
  i | i | i | i | 6 | -0.4 | i | i | i | i | 10
> Cc1nc(NC(N)=S)sc1C(=O)Nc1ccccc1
  i | i | i | i | 7 | -0.1 | i | i | i | i | 9
> COc1ccc(C2=NOC(COC(=O)c3ccc4ccccc4n3)C2)cc1 (centres undefined)
  i | i | i | i | 0 | 0.1 | i | i | i | i | 0
> Cc1cc(C)c(C(=O)CSc2nnc(C)s2)c(C)c1
  i | i | i | i | 1 | 0.1 | i | i | i | i | -3
> COc1ccc(N2C(=O)/C(=C/c3ccc([N+](=O)[O-])cc3)N=C2C)cc1
  i | i | i | i | 12 | 0.0 | i | i | i | i | -1
> O=C(O)CCC(=O)Nc1cc(C(F)(F)F)cc(C(F)(F)F)c1
  i | i | i | i | 1 | -0.4 | i | i | i | i | -23
> O=C(COC(=O)c1ccccc1-n1cnnn1)c1ccc(F)cc1
  i | i | i | i | -4 | 2.7 | i | i | i | i | 2
> NC(=NC1CCCCC1)c1ccc(Cl)cc1
  i | i | i | -5* | -6 | 0.1 | i | i | i | i | 3
> Cc1cc(C(=O)Cn2nc(C(=O)O)c3ccccc3c2=O)c(C)n1-c1cccc(C(F)(F)F)c1
  i | i | i | i | 40 | 1.1 | i | i | i | i | 3
> COc1ccccc1/C=N/NC(=O)c1cccc(NC(=O)c2ccccc2C)c1
  i | i | i | i | 2 | -0.3 | i | i | i | i | 3
> Cc1cccc2sc(N(CCN(C)C)C(=O)c3ccc4ccccc4c3)nc12
  i | i | i | i | -2 | 0.1 | i | i | i | i | -5
> COc1ccc(CCN2C(=O)C(Oc3ccccc3)C2c2ccc3c(c2)OCO3)cc1 (centres undefined)
  i | i | i | i | 1 | x | i | i | i | i | 5
> CN1C(=O)/C(=C/c2cc(C(C)(C)C)c(O)c(C(C)(C)C)c2)NC1=S
  i | i | i | i | 15 | -0.1 | i | i | i | i | -1
> Cc1ccc(N(C)C(=O)N2CCN(S(=O)(=O)c3c(C)cc(C)cc3C)CC2)cc1
  i | i | i | i | -6 | -0.3 | i | i | i | i | 1
> O=C(O)C1CCCCC1C(=O)NCc1ccccc1 (centres undefined)
  i | i | i | i | 3 | -0.3 | i | i | i | i | 0
> Cc1cc(C)cc(N=C2NC(=O)/C(=C/c3cccs3)S2)c1
  i | i | i | i | 17 | -0.2 | i | i | i | i | 4
> O=c1c2ccccc2nc(COc2ccccc2)n1/N=C/c1c[nH]c2ccccc12
  i | i | i | i | -5 | 0.3 | i | i | i | i | -4
> Cc1cc(C)c(C#N)c(N2CCCC(C(N)=O)C2)n1 (centres undefined)
  i | i | i | i | -7 | -1.9 | i | i | i | i | -2
> O=c1cc(CN2CCN(Cc3ccccc3)CC2)c2cc(Cl)ccc2o1
  i | i | i | i | 7 | 0.0 | x | x | x | i | -4
> Cc1ccc(NS(=O)(=O)N(C)C)cc1
  i | i | i | i | -5 | -0.4 | i | i | i | i | 2
> CCN1CCN(Cc2ccc(NC(=O)c3ccc(C)c(NC(=O)c4cccc5[nH]ccc45)c3)cc2C(F)(F)F)CC1
  i | i | i | i | -1 | 1.8 | i | i | i | i | 5
> COc1cc(CN2CCN(S(=O)(=O)c3ccc(F)cc3)CC2)cc(OC)c1OC
  i | i | i | i | 3 | -0.8 | i | i | i | i | 9
> CC(C)C(=O)Nc1cccc(C(=O)NCc2ccc3c(c2)OCO3)c1
  i | i | i | i | -4 | 0.1 | i | i | i | i | 6
> Cc1nn(CC(C)C)c(=S)[nH]c1=O
  i | i | i | i | 5 | 0.2 | i | i | i | i | 11
> CCCn1c(SCC(=O)Nc2cc(Cl)ccc2OC)n[nH]c1=O
  i | i | i | i | -26 | -0.1 | i | i | i | i | 2
> O=C(Nc1ccccc1C(=O)NCc1ccc(Cl)cc1)c1ccco1
  i | i | i | i | -33 | x | i | i | i | i | 5
> CC(C)(C)c1ccc(-c2c(C(=O)O)c(C(=O)O)c3n2CSC3)cc1
  i | i | i | i | 0 | -0.1 | i | i | i | i | -2
> CCc1c(C)c2ccc(OCC(N)=O)cc2oc1=O
  i | i | i | i | -11 | 0.5 | i | i | i | i | -11
> CSCC(=O)N1CCCC(CNC(=O)c2ccc(-c3ccccc3)cc2)C1 (centres undefined)
  i | i | i | i | -9 | 0.0 | i | i | i | i | 7
> CCCCn1[nH]c(-c2ccccc2)cc1=O
  i | i | i | i | 5 | 0.1 | i | i | i | i | 3
> COc1ccccc1CNC(=O)CSc1nnc2c(Cl)cc(C(F)(F)F)cn12
  i | i | i | i | 3 | -0.4 | i | i | i | i | 13
> O=C(c1ccc(S(=O)(=O)Nc2ccccc2)cc1)N1CCCC(C(F)(F)F)C1 (centres undefined)
  i | i | i | i | -1 | -0.3 | i | i | i | i | -18
> O=C(COC(=O)c1ccc(NS(=O)(=O)c2ccc3c(c2)OCCO3)cc1)NC1CC1
  i | i | i | i | 1 | -0.7 | i | i | i | i | 2
> CSc1ncc(Cl)c(C(=O)Nc2ccc(S(=O)(=O)Nc3nccc(C)n3)cc2)n1
  i | i | i | i | 2 | -0.1 | i | i | i | i | 16
> CCOC(=O)c1ccc(Cn2cnc3ccccc3c2=O)cc1
  i | i | i | i | 2 | 0.3 | i | i | i | i | -1
> CCCCCOc1ccc(C(=O)NC(C(=O)O)C(C)C)cc1 (centres undefined)
  i | i | i | i | 4 | -0.2 | i | i | i | i | 5
> CN(C)c1ccc(CN2CCC(C(N)=O)CC2)cc1
  i | i | i | i | 10 | -0.2 | i | i | i | i | -22
> CCOc1ccccc1C1CC(=O)NC2=C1C(=O)CC(C)(C)C2 (centres undefined)
  i | i | i | i | 2 | 0.0 | i | i | i | i | 4

Single records (already shown). Values in the order: RGS4 pot, TRPC6 activator, TRPC6 inhibitor, TRPC4 block, SKKanGAS inh, HIF activator, MrgX1 agonist, MrgX1 antag, MrgX1 PAM, RGS4 inh, Platelet DG rel
`CSCC(=O)N1CCCC(CNC(=O)c2ccc(-c3ccccc3)cc2)C1` (centres undefined) is listed as i, i, i, i, -9, 0.0, i, i, i, i, 7
`Cc1nn(CC(C)C)c(=S)[nH]c1=O` is listed as i, i, i, i, 5, 0.2, i, i, i, i, 11

Screens as filed in PubChem.
